APOBEC3G inh: blocks human APOBEC3G single-stranded DNA deamination. recombinant A3G, ssDNA deamination FAM/TAMRA fluorescence. inhibition, % at 20 µM. 0.28% of 330,000 active. AID 493012;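 active = inhibition of at least 40% at 20 µM, with no more than 30% in the related APOBEC3A deaminase screen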;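 note: plate controls were DMSO wells with A3G for no effect and wells lacking A3G enzyme for full effect; some compounds called inactive have numbers as strong as hits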
Target sequence (Q9HC16 whole entry, looked up): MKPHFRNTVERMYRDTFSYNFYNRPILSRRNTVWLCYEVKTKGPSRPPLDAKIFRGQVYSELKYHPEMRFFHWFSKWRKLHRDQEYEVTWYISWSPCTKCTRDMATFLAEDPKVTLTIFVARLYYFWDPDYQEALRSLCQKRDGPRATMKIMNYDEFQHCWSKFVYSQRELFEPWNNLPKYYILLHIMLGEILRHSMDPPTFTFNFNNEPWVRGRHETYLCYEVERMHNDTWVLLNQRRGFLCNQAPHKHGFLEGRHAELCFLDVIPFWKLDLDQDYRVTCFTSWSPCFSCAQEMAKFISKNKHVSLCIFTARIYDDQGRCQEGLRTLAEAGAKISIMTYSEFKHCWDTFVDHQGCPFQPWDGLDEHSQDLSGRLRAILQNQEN
mIAP activ: mouse IAP activation | activation factor at 10 µM | muIAP, CDP-Star luminescence, 30 min; stronger effect = higher value; 1 = vehicle-only enzyme signal, 0 = enzyme-free wells | 0.24% of 330,000 active | AID 2805;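 active = activation factor of at least 2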; note: the source names both 10 and 20 µM as test concentration; values of inactives mirror those of a sister screen read the other way
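Assay system: mouse IAP enzyme; reagent: chemiluminescent substrate CDP-Star; dosing: test compounds delivered from DMSO solution; schedule: 30 min at room temperature; measured by: luminescence from enzymatic CDP-Star hydrolysis; controls: DMSO-only wells and no-enzyme negative control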
A3A deaminase: human APOBEC3A DNA deaminase inhibition; P31941; recombinant A3A, FAM/TAMRA ssDNA deamination fluorescence; inhibition, % at 20 µM; 0.41% of 330,000 active; AID 493011;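 active = at least 40% inhibition at 20 µM here, with at most 30% in a related deaminase screen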;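 note: plate controls were A3A with DMSO for no effect and wells lacking A3A enzyme for full effect; some results filed as inactive read as strong as hits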
Target sequence (P31941 whole entry, looked up): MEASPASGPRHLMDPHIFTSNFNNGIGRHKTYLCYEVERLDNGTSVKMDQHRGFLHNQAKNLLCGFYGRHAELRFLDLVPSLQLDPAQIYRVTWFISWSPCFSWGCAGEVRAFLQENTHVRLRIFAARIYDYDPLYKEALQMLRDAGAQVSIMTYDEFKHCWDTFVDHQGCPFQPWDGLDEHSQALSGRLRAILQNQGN
hIAP act: human IAP activation; P09923; AID 2524; activation factor at 10 µM; purified human IAP, CDP-Star luminescence, 30 min; stronger effect = higher value; 1 = vehicle-only enzyme, 0 = enzyme-free background; 0.16% of 330,000 active;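 active = activation factor of the enzyme at least 2-fold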; note: the source names both 10 and 20 µM as test concentration; values of inactives mirror those of a sister screen read the other way
Target sequence (P09923 whole entry, looked up): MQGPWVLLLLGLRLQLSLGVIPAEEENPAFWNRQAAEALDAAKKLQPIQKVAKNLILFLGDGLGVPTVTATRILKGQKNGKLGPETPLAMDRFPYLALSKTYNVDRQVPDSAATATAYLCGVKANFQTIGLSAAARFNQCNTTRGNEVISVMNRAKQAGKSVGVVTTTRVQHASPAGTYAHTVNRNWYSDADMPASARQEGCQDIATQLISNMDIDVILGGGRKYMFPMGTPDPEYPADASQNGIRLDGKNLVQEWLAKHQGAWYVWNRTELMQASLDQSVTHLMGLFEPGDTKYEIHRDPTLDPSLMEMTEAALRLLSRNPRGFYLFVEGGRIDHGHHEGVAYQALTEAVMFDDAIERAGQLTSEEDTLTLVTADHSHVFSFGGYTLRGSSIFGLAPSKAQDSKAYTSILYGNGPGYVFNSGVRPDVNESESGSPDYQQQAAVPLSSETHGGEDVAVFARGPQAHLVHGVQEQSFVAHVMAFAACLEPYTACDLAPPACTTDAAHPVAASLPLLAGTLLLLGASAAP
MPTP inh: blocks calcium-induced mitochondrial swelling; isolated mouse mitochondria, Ca2+ swelling absorbance, 30 min; inhibition, % at 10 µM; 1.4% of 360,000 active;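 active = inhibition of 50% or more, scaled per plate between neutral and stimulator controls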;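 note: 0% = DMSO wells given calcium and 100% = 1 mM EGTA wells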
beta cell repl: inducers of beta-cell replication in MIN6 cells; proliferation, % at 10 µM; 0.29% of 330,000 active; AID 2380; MIN6 cells proliferation, ATPlite luminescence, 48 h; cells starved in 0.2% serum; 100% = growth in 10% serum;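 active = compounds whose signal lies at least 3.5 SD above the mean of all wells on their plate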;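 note: 0% = DMSO-treated cells in low-serum medium and 100% = 10% serum control; some compounds called inactive have numbers as strong as hits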
hIAP block: human IAP inhibition. purified IAP, CDP-Star luminescence, 30 min. inhibition, % at 10 µM. AID 2544. P09923. 0.12% of 330,000 active;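 active = inhibition reaching a set limit with compound at 10 µM in the primary screen, cut at about 35% in these data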;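 note: plate controls were DMSO wells with enzyme for no effect and no-enzyme buffer wells for full effect; values of inactives mirror those of a sister screen read the other way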
GRIN3A LBD mod: NR3A (human) ligand-binding domain modulation | NR3A LBD differential scanning fluorimetry, Tm shift; 0% = protein alone, 100% = glycine-bound protein | Tm shift relative to glycine control, % at 25 µM | 2.5% of 340,000 active | AID 1259313;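 active = melting temperature shift of at least 10% of the positive control shift, at one fixed dose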
mIAP block: blocks mouse intestinal alkaline phosphatase. 0.2% of 330,000 active. purified mouse IAP, CDP-Star luminescence, 30 min. inhibition, % at 10 µM;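 active = inhibition of at least 40% at 10 µM in the primary screen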;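 note: plate controls were DMSO with enzyme for no effect and no enzyme wells for full effect; values of inactives mirror those of a sister screen read the other way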
Starred values were filed as active, the others as inactive; · = not tested or not shown.

SMILES	APOBEC3G inh	mIAP activ	A3A deaminase	hIAP act	MPTP inh	beta cell repl	hIAP block	GRIN3A LBD mod	mIAP block
COc1ccc(C(=O)Nc2nnc(SCC(=O)NC3CCCC3)s2)c(OC)c1	-7.1	0.973	-3.6	1.02	2.8	-4.8	-1.8	-1.7	2.7
COc1cc(CN2CC(=O)N(c3ccc(C)c(Cl)c3)C2=S)cc(OC)c1OC	-3.0	1.38	-1.9	1.12	-0.1	-6.5	-11.8	-7.1	-37.9
CCOC(=O)[C@@H]1[C@H]2COc3ccc(Br)cc3[C@H]2N2C(=O)N(c3ccc(F)cc3)C(=O)[C@]12C	-2.9	0.971	-0.5	0.959	0.4	-4.8	4.1	-3.3	2.9
Cc1cc(C)c(S(=O)(=O)N2CCCOC2CNC(=O)C(=O)NCc2cccnc2)c(C)c1 (stereo unspecified)	-5.7	0.947	-0.9	1.01	2.7	-1.4	-1.1	-4.0	5.3
CCOc1ccc(C(C(=O)NC2CCCCC2)N(C(=O)c2csnn2)C2CC2)cc1 (stereo unspecified)	-3.1	1.01	-3.3	1.09	-0.9	-1.2	-9.3	-0.6	-0.7
O=C(Nc1ccccc1)OC1CCC2CC1CCC2OC(=O)Nc1ccccc1 (stereo unspecified)	-4.0	1.22	1.9	0.993	5.2	-5.8	0.7	5.9	-21.5
CNS(=O)(=O)c1cccc(C(=O)OCC(=O)Nc2nc(OC)cc(OC)n2)c1	3.5	0.953	2.7	0.865	0.3	-0.4	13.5	-0.3	4.7
O/N=C1\CC2(Cc3nonc31)OCCO2	-2.0	1.02	3.1	1.28	-0.2	0.1	-27.6	1.5	-1.6
O=C(O)c1ccc(-c2noc(-c3ccccc3Cl)n2)cc1	-12.4	0.977	-1.3	1.06	1.2	-5.9	-6.5	0.6	2.3
O=C(CSc1oc(-c2cccs2)nc1S(=O)(=O)c1ccccc1)NC1CCCCC1	-3.3	0.876	-3.6	0.912	0.8	-1.8	8.8	-2.5	12.4
O=[N+]([O-])c1cc(CN2CCN(c3cccc(C(F)(F)F)c3)CC2)c2cccnc2c1O	7.4	0.924	6.7	1.15	·	-4.6	-14.9	9.4	7.6
COC(=O)c1[nH]c2ccc(Br)cc2c1NC(=O)CN1CCN(C2CCCCC2)CC1	20.6	0.931	46.5*	1.02	1.3	-6.0	-1.8	-0.8	6.9
O=C(Nc1ccccc1)/C(=C/c1ccccc1)NC(=O)c1ccco1	-9.5	0.971	-0.3	1.04	0.7	-2.7	-4.0	2.1	2.9
COC(=O)N/N=C(C)/C=C/c1ccccc1	-5.5	1.02	-0.3	1.09	-0.4	-1.6	-8.9	-0.1	-1.9
CCOc1ccccc1NC(=O)NCc1ccccc1F	-4.9	0.989	-6.9	0.916	0.7	0.3	8.4	0.5	1.1

A second format for part of the listing above.
Every second line gives: APOBEC3G inh | mIAP activ | A3A deaminase | hIAP act | MPTP inh | beta cell repl | hIAP block | GRIN3A LBD mod | mIAP block
O=C(CSc1oc(-c2cccs2)nc1S(=O)(=O)c1ccccc1)NC1CCCCC1
 : -3.3 | 0.876 | -3.6 | 0.912 | 0.8 | -1.8 | 8.8 | -2.5 | 12.4
O=[N+]([O-])c1cc(CN2CCN(c3cccc(C(F)(F)F)c3)CC2)c2cccnc2c1O
 : 7.4 | 0.924 | 6.7 | 1.15 | · | -4.6 | -14.9 | 9.4 | 7.6

Just A3A deaminase and hIAP act, for some of the entries so far:
Compound | A3A deaminase | hIAP act
O=C(Nc1ccccc1)/C(=C/c1ccccc1)NC(=O)c1ccco1 | -0.3 | 1.04
O=C(Nc1ccccc1)OC1CCC2CC1CCC2OC(=O)Nc1ccccc1 (stereo unspecified) | 1.9 | 0.993
O=C(O)c1ccc(-c2noc(-c3ccccc3Cl)n2)cc1 | -1.3 | 1.06
O=C(CSc1oc(-c2cccs2)nc1S(=O)(=O)c1ccccc1)NC1CCCCC1 | -3.6 | 0.912

The list continues.
SMILES	APOBEC3G inh	mIAP activ	A3A deaminase	hIAP act	MPTP inh	beta cell repl	hIAP block	GRIN3A LBD mod	mIAP block
O=C(Nc1cccc(F)c1)/C(=C\c1cccnc1)NC(=O)c1cccs1	0.8	0.974	0.6	0.967	-1.1	-1.5	3.4	-2.2	2.6
COc1ccc(N2CCN(C(=O)COC(=O)CCS(=O)(=O)c3ccc(C)cc3)CC2)cc1	-2.6	0.917	-0.5	0.989	-0.4	2.6	1.1	-1.0	8.3
COc1ccccc1N1CCN(C(CNS(=O)(=O)c2ccc(C)cc2)c2cccnc2)CC1 (stereo unspecified)	-0.3	1.02	11.0	1.13	2.1	-2.6	-13.4	15.8*	-2.0
COc1cccc(C(C(=O)NC2CCCC2)N(C(=O)CNC(=O)c2ccco2)c2cccnc2)c1 (stereo unspecified)	-5.6	1.05	-2.1	0.94	0.2	-1.3	6.0	-0.3	-4.7
CCSc1nnc(NC(=O)CSc2nc3c(c(=O)n2CCOC)SC(C)C3)s1 (stereo unspecified)	-10.9	1.04	-2.4	1.16	0.0	-2.6	-15.8	-2.9	-4.5
COc1cccc(C(=O)NCCn2ccc3ccccc32)c1	-4.2	1.16	-4.2	1	-0.4	-0.4	-0.4	-12.5	-15.9
Clc1ccc(SCCCCn2ccnc2)cc1	3.1	1.09	2.3	1.11	1.5	1.0	-11.2	0.1	-9.5
Oc1ccc(-c2n[nH]c(=S)n2Cc2ccccc2)cc1	34.1	1.08	3.3	1.13	-0.6	-3.6	-13.4	-1.7	-8.4
COc1cc(-c2c(NC(=O)c3ccco3)oc3c(C)cccc3c2=O)cc(OC)c1OC	-3.6	1.04	-0.6	1.12	-0.3	-3.9	-12.3	-1.6	-4.4
O=C(Nc1nc2ccccc2s1)Nc1ccc(F)cc1F	-1.7	1.05	-3.0	0.827	4.7	-1.9	17.3	-2.6	-4.9
O=C(Nc1ccc2c(c1)OCO2)c1ccccc1	-5.5	1.01	0.0	0.981	-0.7	-2.3	1.9	2.8	-0.7
COc1cc(C2C(C#N)=C(N)N(c3sc4c(c3C#N)CCCC4)C3=C2C(=O)CC(C)(C)C3)cc(OC)c1OC (stereo unspecified)	-2.7	0.984	-1.9	1.09	-0.7	-3.1	-8.8	0.2	1.6
Cc1ccc(-n2nc3c(=O)n(CC(=O)NCCC4=CCCCC4)nc(C)c3c2C)cc1	-1.1	1.02	3.5	1.32	-0.7	-3.7	-31.6	0.2	-1.7
CC1(C)CC(NC(=O)C2CCN(S(=O)(=O)c3ccccc3C(F)(F)F)CC2)CC(C)(C)N1	0.6	1.12	0.3	0.812	1.2	-4.3	18.8	-0.5	-11.7
CC(=O)c1ccc(N2CCN(S(=O)(=O)c3c(C)[nH]c(C)c3C(=O)N3CCCC3)CC2)cc1	1.1	0.989	5.0	1.07	-1.3	0.5	-7.3	-1.1	1.1
COCCCNC(=O)Cn1ccc(N)nc1=O	-2.9	1.09	-0.1	1.03	-0.2	2.3	-3.5	2.6	-8.7
CCn1nc(C)c(CN2CCCC(CNS(=O)(=O)c3ccc(OC)cc3)C2)c1C (stereo unspecified)	6.4	1.1	0.7	1.02	-1.6	-0.2	-2.2	-0.9	-9.6
O=C(CSc1nnc(-c2ccncc2)o1)Nc1nncs1	-11.5	0.965	-1.8	1.13	-0.6	0.0	-13.0	-3.7	3.5
Cc1cccc(N2CCN(C(c3ccc(N(C)C)cc3)c3nnnn3C(C)(C)C)CC2)c1C (stereo unspecified)	0.6	1.01	0.2	1.12	2.5	-3.8	-11.9	1.5	-1.4
O=C(C1=NN[C@@H]2C(=O)N(c3ccccc3C(F)(F)F)C(=O)[C@H]12)c1cnccn1	-7.9	1.04	-0.4	0.783	3.3	0.3	21.7	-1.4	-4.1
CCOC(=O)c1sc2nc(SCC(=O)NCc3ccco3)n(Cc3ccccc3)c(=O)c2c1C	-7.6	0.975	-5.7	0.989	0.2	0.0	1.1	-2.7	2.5
CCOc1ccc2nc(SCC(=O)NC(=O)NCc3ccco3)sc2c1	-8.2	1.02	-7.2	0.95	2.7	-1.1	5.0	-8.3	-2.2
CCCC(=O)Nc1ccc(NC(=O)C23CC4CC(CC(C4)C2)C3)cn1	0.7	0.976	2.2	0.979	0.5	-1.1	2.1	-2.1	2.4
CN(C)N1C(=O)CC(NNC(=O)c2ccncc2)C1=O (stereo unspecified)	-4.3	0.949	-2.9	0.989	1.6	0.0	1.1	2.2	5.1
O=C(CC1SC(=O)N(c2ccccc2)C1=O)Nc1ccccc1 (stereo unspecified)	-0.4	0.904	4.8	1.02	14.8	-2.2	-2.5	-20.1	9.6
Cn1c(-c2cccc(OCc3ccccc3)c2)nc2c1c(=O)[nH]c(=O)n2Cc1ccccc1	4.5	0.918	0.4	1.06	-7.6	-7.0	-5.7	1.0	8.2
COC(=O)c1sc2cc(C(F)(F)F)cnc2c1-c1cccnc1	-0.6	1.06	3.7	1.16	0.4	-3.0	-16.2	0.3	-6.5
COc1cc2cc(Br)cc(Br)c2nc1C	-2.7	0.896	-1.0	1.15	-1.3	-1.3	-14.8	-0.1	10.4
O=C(O)CC(SCC(=O)Nc1ccccc1)C(=O)O (stereo unspecified)	-6.6	0.947	-4.5	0.914	-1.9	-2.5	8.6	-1.0	5.3
COc1ccc(S(=O)(=O)N2CCCCC2)cc1NC(=O)C1CC1C (stereo unspecified)	-8.8	0.968	-2.4	0.833	-0.4	3.7	16.7	-2.2	3.2
CCn1c(NC(=O)C(C)C)c(-c2cccs2)c(=O)c2ccccc21	-6.9	0.922	-1.4	0.894	1.5	-2.1	10.6	9.6	7.7
O=C(COC(=O)/C=C/c1cccc([N+](=O)[O-])c1)NCC1CCCO1 (stereo unspecified)	0.7	1.03	4.5	1.05	1.4	-1.1	-5.1	0.0	-3.4
C/C=C(/C)C(=O)Nc1cccc(C2=NOC3(C2)C[C@@H](C(N)=O)N(C(=O)C2(C)CC2)C3)c1 (stereo partly specified)	-16.0	0.992	0.0	1.14	-1.1	2.6	-14.0	1.3	0.8
CC(=O)c1c(O)c2cccc3c2n(c1=O)CCC3	-7.1	0.983	-4.2	1.05	-0.1	-2.0	-5.1	1.2	1.7
COc1ccc(N2CCN(C(=O)CCNS(=O)(=O)c3cc(Br)cnc3N)CC2)cc1	0.7	0.974	-4.5	1.21	-1.2	-3.5	-20.7	3.6	2.6
O=C(O)c1ccccc1-c1ccccc1C(=O)Nc1ccc(OC(F)(F)F)cc1	-4.1	0.929	-0.8	0.91	-0.2	-2.9	9.0	-1.4	7.1
Cc1c(C(=O)NCc2cccnc2)oc2ccc(S(=O)(=O)N3CC(C)CC(C)C3)cc12 (stereo unspecified)	-6.2	0.918	-5.2	1.17	-0.9	-1.7	-16.6	1.6	8.2
C=CCn1c(Oc2cccc(C)c2)nc2c1c(=O)n(C)c(=O)n2C	-8.2	0.956	-4.5	1	-0.1	5.3	-0.1	0.7	4.4
Cc1ccc(Nc2nc3nonc3nc2N(C)C)cc1	-5.9	0.684	1.1	0.979	-1.3	-1.0	2.1	-2.7	31.6
C#CCn1c(CCNC(=O)c2ccco2)nc2ccccc21	-5.2	1.08	1.9	1.16	0.1	5.7	-16.1	-0.1	-7.8
CNC(=S)Nc1cccc(C(=O)O)c1	3.0	1	0.3	1.05	0.9	4.7	-5.3	-0.7	-0.4
Cc1[nH]c2ccc(F)cc2c1CCN(Cc1cccnc1)C(=S)NC(C)(C)C	-6.2	1.06	-0.5	1.18	-0.6	-0.4	-17.8	-8.5	-6.1
O=C(CNC(=O)c1ccc(Br)cc1)NCC(=O)OCC(=O)c1ccc(F)cc1	3.9	1.14	2.8	0.698	-1.0	-1.3	30.2	1.7	-14.1
C/C(=N\NC(=O)COc1ccccc1-c1ccccc1)c1ccccn1	-13.5	0.96	0.8	1.28	-1.1	-6.4	-28.0	-1.2	4.0
CCCCNC(=O)[C@@](CC)(ONc1ccccc1C(F)(F)F)c1cccc2ccccc12	-4.5	0.981	4.0	0.974	0.7	-7.1	2.6	-0.4	1.9
